Source: PubChem BioAssay (NCI)
bub3: NCI yeast anticancer drug screen, S. cerevisiae bub3 mutant strain; growth inhibition, % at 50 µM; actives 9.9% (n = 78,000); AID 167;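 also: 0% = growth of vehicle-only cultures of the same strain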
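Part of a panel of yeast mutants defective in DNA damage repair or cell cycle regulation. Each strain is grown with compound, and inhibition is calculated relative to solvent-treated cultures.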
yeast rad50: NCI yeast anticancer drug screen, S. cerevisiae rad50 strain; % growth inhibition at 50 µM; actives 10% (n = 79,000); AID 155;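 also: 0% = growth of vehicle-only cultures of the same strain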
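Vehicle-treated cultures provide the reference for the growth inhibition reported for compound-exposed, repair-deficient yeast.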
yeast cln2 rad14: NCI yeast anticancer drug screen, S. cerevisiae cln2 rad14 strain. % growth inhibition at 50 µM. actives 8.3% (n = 78,000). AID 165;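 also: 0% = growth of vehicle-only cultures of the same strain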
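Yeast strain cln2 rad14, bearing defects in cell cycle control and DNA repair, serves as the test system; values reflect growth inhibition compared with vehicle.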
mec2-1: NCI yeast anticancer drug screen, S. cerevisiae mec2-1 strain | growth inhibition, % at 50 µM | actives 9% (n = 79,000);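 also: 0% = growth of vehicle-only cultures of the same strain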
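Strain: mec2-1 (DNA repair/cell cycle alteration). Compound exposure, then growth measured; inhibition expressed relative to vehicle.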
yeast mlh1 rad18: NCI yeast anticancer drug screen, S. cerevisiae mlh1 rad18 strain. growth inhibition, % at 50 µM. AID 175. actives 11% (n = 79,000);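 also: 0% = growth of vehicle-only cultures of the same strain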
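Inhibition values reflect reduced growth of mutant yeast versus vehicle-treated controls following compound exposure; the mutations affect DNA damage repair.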
sgs1 mgt1: NCI yeast anticancer drug screen, S. cerevisiae sgs1 mgt1 strain | AID 161 | % growth inhibition at 50 µM | actives 10% (n = 78,000);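 also: 0% = growth of vehicle-only cultures of the same strain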
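Inhibition of yeast growth, normalised to vehicle-treated controls, is reported for a strain bearing genetic alterations in DNA damage repair.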
Active calls of the source: *. Rule as the data show it: active = growth inhibition above about 70%; inactive = the rest.

Labels used below – A = bub3; B = yeast rad50; C = yeast cln2 rad14; D = mec2-1; E = yeast mlh1 rad18; F = sgs1 mgt1
> Fc1ccccc1C1SCc2nc3cc4ccccc4cc3n21 (centres undefined)
  A: -1; B: -34; C: -1; D: -18; E: 40; F: 1
> OCCNc1nc(NCCO)c2cn[nH]c2n1
  A: 6; B: 0; C: -13; D: 0; E: 1; F: -1
> CC1CCC(C(C)C)/C(=N\O)C1 (centres undefined)
  A: -6; B: 5; C: -8; D: -19; E: 2; F: -12
> CC(C)(C)OC(=O)CNC(=O)C(CSC(c1ccccc1)c1ccccc1)NC(=O)CNC(=O)CNC(=O)CNC(=O)C(CSC(c1ccccc1)(c1ccccc1)c1ccccc1)NC(=O)OCc1ccccc1 (centres undefined)
  A: -4; B: 5; C: -9; D: 6; E: 41; F: 15
> CCN(CC)CCN=Cc1ccccc1OC
  A: 11; B: 16; C: 3; D: -30; E: 15; F: -4
> N#Cc1c(NN)nc(NN)c(C#N)c1-c1ccccc1
  A: 9; B: 30; C: 28; D: 9; E: 26; F: 13
> CC1=CCS(=O)(=O)C1
  A: -4; B: 22; C: 10; D: 2; E: 29; F: 12
> CC(=O)Oc1cccc2c1C(=O)C1(O)C(C=O)=CC3OC(C)(C)OC2(C)C31 (centres undefined)
  A: 40; B: 39; C: 39; D: 29; E: 30; F: 29
> O=S(=O)(O)SCCCNCCCCCCCCNCCCSS(=O)(=O)O
  A: 8; B: -19; C: -13; D: -9; E: 3; F: -2
> CCCCCCCC/C=C/CCCCCCCC(=O)OCC(C)(C)N1C(=O)CCC1=O
  A: -3; B: -11; C: -11; D: -20; E: -7; F: -13
> CC(=O)OCC1OC(n2cnc3c(N)ncnc32)C(Nc2ccc([N+](=O)[O-])cc2[N+](=O)[O-])C(OC(C)=O)C1OC(C)=O (centres undefined)
  A: 3; B: 23; C: 18; D: 4; E: 22; F: 6
> CCN(CC)CCOc1ccc(/C=C(\C#N)c2ccc(OCCN(CC)CC)cc2)cc1
  A: 24; B: 56; C: 56; D: 29; E: 18; F: 30
> CC1CC(O)CC(C)(C)C1.CC1CC(O)CC(C)(C)C1.CC1CC(O)CC(C)(C)C1.CC1CC(O)CC(C)(C)C1.[Ti] (centres undefined)
  A: 32; B: 14; C: 15; D: -5; E: 32; F: 23
> CN(c1ccccc1Cl)S(=O)(=O)c1ccccc1
  A: 28; B: 15; C: 21; D: -78; E: 6; F: -9
> COC1=CC(=O)C(CCC(C)=O)=CC1=O
  A: 15; B: -41; C: -16; D: -30; E: -4; F: -10
> Oc1ccc(/C=C/c2cc(O)cc3c2C(c2cc(O)cc(O)c2)C(c2ccc(O)c(O)c2)O3)cc1 (centres undefined)
  A: 21; B: 17; C: -4; D: 24; E: -2; F: -2
> CN(C)CCSC(CO)c1ccccc1 (centres undefined)
  A: -1; B: -13; C: 9; D: -13; E: -6; F: 3
> Nc1ccccc1OCOCOc1ccccc1N
  A: -6; B: -12; C: -11; D: -18; E: -10; F: -7
> COC(=O)CSSCC(=O)OC
  A: 4; B: 26; C: 5; D: 18; E: 68; F: 15
> Cc1ccc(S(=O)(=O)N/N=C2\CC3C4CCC3C2C4)cc1 (centres undefined)
  A: -15; B: -67; C: -3; D: -30; E: -48; F: 5
> CC(C)(C)NC(=O)C1C2CC3OC(=O)C1C3C2 (centres undefined)
  A: -3; B: 9; C: -30; D: -9; E: -5; F: 6
> CC1(C)CC2(C)CC1CC2O (centres undefined)
  A: 4; B: 4; C: 15; D: 10; E: -25; F: -2
> CCCCCC1CC[N-]CC1.CCCCCC1CC[N-]CC1.N#C[S-].N#C[S-].[Cu]
  A: -17; B: 33; C: -33; D: 13; E: 24; F: 5
> CC1=C2CCC3C(CCC4(C)C(C(C)CCCC(C)C)CCC34)C2(C)CCC1O (centres undefined)
  A: -3; B: 46; C: -3; D: 24; E: 41; F: 36
> CC(=O)Nc1ccc(OC2=CCN(C)CC2)cc1
  A: 11; B: 1; C: 13; D: -16; E: -65; F: 9
> CSCCCNC(=O)c1csc(-c2csc(C(CNC(=O)OC(C)(C)C)CNC(=O)OC(C)(C)C)n2)n1
  A: 18; B: 8; C: -37; D: 7; E: 10; F: 22
> Cc1nc(-c2ccc(Cl)cc2)c(Cc2c(O)ccc3ccccc23)c(=O)[nH]1
  A: -2; B: 24; C: 18; D: 14; E: -23; F: -6
> CC(=O)ON1C(=O)c2cccc3cccc(c23)C1=O
  A: 89*; B: 82*; C: 29; D: 88*; E: 81*; F: 91*
> N=C(N)c1ccc(N=Nc2ccc(N)cc2N)cc1
  A: -5; B: 7; C: 13; D: -4; E: 0; F: -7
> NC(=O)c1ncn(C2CCC(CP(=O)(O)O)C2)c1N (centres undefined)
  A: -7; B: -7; C: -28; D: -14; E: 6; F: -10
> COC(=O)C(CO)NC(=O)C(CO)NC(=O)OCc1ccccc1 (centres undefined)
  A: -10; B: -10; C: 7; D: 4; E: -16; F: 0
> COc1cc2c3cc1Oc1c(OC)c(OC)cc4c1[C@@H](Cc1ccc(O)c(c1)Oc1ccc(cc1)C[C@@H]3N(C)CC2)N(C)CC4
  A: 17; B: 1; C: 3; D: -18; E: 6; F: -1
> CC(=O)N1OCCc2ccccc21
  A: -6; B: 8; C: -38; D: 0; E: -1; F: -7
> Cc1cc2ccc([N+](=O)[O-])cn2c1
  A: -7; B: 26; C: 2; D: 32; E: 23; F: 29
> O=C(O)CCC12CCC(=O)C=C1NC(=O)CC2 (centres undefined)
  A: 0; B: 2; C: -2; D: -4; E: -1; F: -7
> c1ccc(-c2ccc(-c3cnc(-c4ccc(-c5ccccc5)cc4)o3)cc2)cc1
  A: 93*; B: 90*; C: 41; D: 53; E: 93*; F: 93*
> O=[N+]([O-])c1cc(/C=N\NS(=O)(=O)c2ccc(Cl)cc2)c(O)c([N+](=O)[O-])c1
  A: 9; B: 27; C: -1; D: 7; E: 9; F: 4
> O=[n+]1c2c(n([O-])c3ccc4ccccc4c31)-c1cccc3cccc-2c13
  A: 20; B: 2; C: 56; D: 15; E: -6; F: 11
> CC(C)OC(=O)c1ccc(NC(=O)CCl)cc1
  A: 61; B: 67; C: 32; D: 60; E: 76*; F: 79*
> NC(=S)N/N=C/c1c[nH]c2ccccc12
  A: -40; B: 8; C: 1; D: -15; E: 33; F: 8
> CCCCOC(=O)c1c(C)c(C)cc(C)c1C
  A: 6; B: 18; C: 12; D: -7; E: -10; F: 6
> COc1cc(NCCN=C(N)NC#N)c2ncccc2c1
  A: -15; B: 1; C: -18; D: 5; E: 3; F: -1
> Nc1ccc(-c2nc3ccccc3s2)cc1
  A: 86*; B: 90*; C: 88*; D: 92*; E: 85*; F: 88*
> C/C(O)=C(\C=NC(=S)c1cccnc1)C(=O)Nc1ccccc1C
  A: 4; B: -42; C: 10; D: -52; E: 12; F: -22
> N#CC(N)(C(=O)C(=O)NCCCNC(=O)C(=O)C(N)(C#N)c1ccc(Cl)cc1)c1ccc(Cl)cc1 (centres undefined)
  A: -35; B: -37; C: -19; D: -1; E: -29; F: -32
> CC(C)(C)c1cc(C(=O)Nc2cc(Br)c(Br)cc2S(N)(=O)=O)cc(C(C)(C)C)c1O
  A: 40; B: 37; C: 25; D: 8; E: 38; F: 32
> CC(O)(c1ccccc1)c1ccccc1
  A: -2; B: -13; C: -17; D: -2; E: -33; F: -26
> CCCC(=O)NCCNC(=O)CCC
  A: -3; B: 4; C: 46; D: 8; E: 10; F: 2
> Cc1cc(=O)oc2cc(O)c(C(=O)/C=C/N(C)C)cc12
  A: 15; B: 51; C: 4; D: 9; E: 5; F: 14
> O=C(CN1CCCc2ccccc21)c1ccccc1
  A: 19; B: 7; C: 10; D: 7; E: 10; F: 5

Reprinted at random: 2 records from the list.
Labels used below – A = bub3; B = yeast rad50; C = yeast cln2 rad14; D = mec2-1; E = yeast mlh1 rad18; F = sgs1 mgt1
> COc1cc2c3cc1Oc1c(OC)c(OC)cc4c1[C@@H](Cc1ccc(O)c(c1)Oc1ccc(cc1)C[C@@H]3N(C)CC2)N(C)CC4
  A: 17; B: 1; C: 3; D: -18; E: 6; F: -1
> CCCCOC(=O)c1c(C)c(C)cc(C)c1C
  A: 6; B: 18; C: 12; D: -7; E: -10; F: 6

Following part.
Labels used below – A = bub3; B = yeast rad50; C = yeast cln2 rad14; D = mec2-1; E = yeast mlh1 rad18; F = sgs1 mgt1
> COCCOCOC(C)(C)CCCCl
  A: -2; B: 11; C: -5; D: 24; E: -20; F: 22
> COc1ccc(NC(=O)c2oc3cc(O)ccc3c(=O)c2C)c([N+](=O)[O-])c1
  A: -15; B: 1; C: 12; D: -2; E: 2; F: 12
> CC(O)CC(O)(C(F)(F)F)C(F)(F)F (centres undefined)
  A: -7; B: -14; C: -23; D: -32; E: -1; F: 2
> CC(C)c1nc2c([nH]1)c(=O)n(C)c(=O)n2C
  A: 3; B: 30; C: 18; D: 7; E: 18; F: 26
> c1ccc([P+](c2ccccc2)(c2ccccc2)C2c3ccccc3CCc3ccccc32)cc1
  A: 99*; B: 100*; C: 99*; D: 100*; E: 100*; F: 100*
> CC(Oc1ccc2c(-c3ccc(Cl)cc3)cc(=O)oc2c1)C(=O)O (centres undefined)
  A: -7; B: -16; C: 19; D: -4; E: 33; F: 14
> COS(=O)(=O)CC(O)(c1ccccc1)c1ccccc1
  A: -6; B: 13; C: -15; D: -2; E: 6; F: 49
> CC(C)CC(NC(=O)C(NC(=O)C(N)C(C)O)C(C)C)C(=O)O (centres undefined)
  A: 5; B: 6; C: 6; D: 3; E: -2; F: 4
> CC(NC(=O)CN)C(=O)O (centres undefined)
  A: 5; B: -43; C: -23; D: -9; E: 4; F: -8
> COC(=O)CCBr
  A: -2; B: -20; C: -18; D: 8; E: 4; F: 29
> C[n+]1c(-c2ccc(/C=N\Nc3nnc(S)n3/N=C/c3ccc(-c4cn5ccccc5[n+]4C)cc3)cc2)cn2ccccc21
  A: 93*; B: 94*; C: 92*; D: 93*; E: 97*; F: 96*
> COC1C2CCC1C(N=O)C2Br (centres undefined)
  A: 1; B: -23; C: -45; D: 4; E: -15; F: -3
> COC(=O)C(NC(N)=O)SC (centres undefined)
  A: -27; B: 0; C: -7; D: -8; E: 3; F: -1
> CN(C)c1ccc(C(c2ccc(N(C)C)cc2)c2ccc([N+](=O)[O-])cc2)cc1
  A: 39; B: -4; C: 8; D: -36; E: -17; F: -48
> COc1ccc(Cc2cc(OC)c(OC)c(OC)c2)cc1
  A: 32; B: 13; C: 0; D: 0; E: -28; F: 8
> O=C1C(=Cc2ccccc2O)N=C(c2ccccc2)N1n1c(-c2ccccc2)nc2ccccc2c1=O
  A: 80*; B: 58; C: 50; D: 49; E: 73*; F: 76*
> Nc1ccc(C(=O)N/C(=C\c2cccc([N+](=O)[O-])c2)c2nc3[nH]c(=S)[nH]c(=O)c3[nH]2)cc1
  A: 0; B: 0; C: 4; D: -8; E: -4; F: -6
> C/C(=N/O)c1cc([N+](=O)[O-])c(O)cc1O
  A: 87*; B: 87*; C: 61; D: 85*; E: 86*; F: 89*
> NC1CCCCC1N.Nc1c(N=Nc2ccc(-c3ccc(N=Nc4cc(S(=O)(=O)[O-])c5ccccc5c4N)cc3)cc2)cc(S(=O)(=O)[O-])c2ccccc12.[OH3+].[OH3+].[Pt+4]
  A: 82*; B: 87*; C: 70; D: 81*; E: 85*; F: 85*
> COC(=O)c1cc2c3c(ccc2[nH]1)N(C(=O)c1cc2c4c(ccc2[nH]1)N(C(=O)c1cc2c5c(ccc2[nH]1)N(C(N)=O)CC5)CC4)CC3
  A: 30; B: 19; C: 16; D: 5; E: 12; F: -2
> CC(=O)CC(=O)/C=C/c1cccs1
  A: 19; B: 69; C: 32; D: 50; E: 65; F: 51
> CSC1SCC2C(=O)N(C)C(C(C)C)C(=O)OCC(NC(=O)c3cnc4ccccc4n3)C(=O)NC(C)C(=O)N(C)C1C(=O)N(C)C(C(C)C)C(=O)OCC(NC(=O)c1cnc3ccccc3n1)C(=O)NC(C)C(=O)N2C (centres undefined)
  A: 90*; B: 91*; C: 90*; D: 92*; E: 90*; F: 93*
> COc1ccc(CNC(C)C(=O)O)cc1 (centres undefined)
  A: -64; B: -12; C: -9; D: -15; E: -8; F: -10
> COc1ccc(C(=O)CN2CCN(c3ccccc3)CC2)cc1
  A: 23; B: 15; C: -53; D: -7; E: 5; F: 17
> O=C(O)CSc1nc(-c2ccccc2)c(-c2ccccc2)n1-c1ccccn1
  A: 47; B: 76*; C: 62; D: 40; E: 11; F: 83*
> CSc1cccc(NC(=S)NN/C(=N/S(=O)(=O)c2ccccc2)N2CCCC2)c1
  A: -3; B: 6; C: 2; D: -18; E: -1; F: -1

Part of the list above with just sgs1 mgt1.
Structure	sgs1 mgt1
COC(=O)C(NC(N)=O)SC (centres undefined)	-1
CC(NC(=O)CN)C(=O)O (centres undefined)	-8
O=C1C(=Cc2ccccc2O)N=C(c2ccccc2)N1n1c(-c2ccccc2)nc2ccccc2c1=O	76*
COCCOCOC(C)(C)CCCCl	22
